# M1 ag: agonists of human M1 muscarinic receptor. P11229. CHO-K1 hM1, Fluo-8 calcium fluorescence, agonist mode; 0% DMSO, 100% acetylcholine EC100. activation, % at 3 µM. 0.33% of 360,000 active;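 active = activation above the run's mean compound activation plus 3 SD, cut at about 16% in these data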;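 also: peak over basal fluorescence ratio within a 140 s kinetic read after compound addition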
# Target sequence (P11229 whole entry, looked up): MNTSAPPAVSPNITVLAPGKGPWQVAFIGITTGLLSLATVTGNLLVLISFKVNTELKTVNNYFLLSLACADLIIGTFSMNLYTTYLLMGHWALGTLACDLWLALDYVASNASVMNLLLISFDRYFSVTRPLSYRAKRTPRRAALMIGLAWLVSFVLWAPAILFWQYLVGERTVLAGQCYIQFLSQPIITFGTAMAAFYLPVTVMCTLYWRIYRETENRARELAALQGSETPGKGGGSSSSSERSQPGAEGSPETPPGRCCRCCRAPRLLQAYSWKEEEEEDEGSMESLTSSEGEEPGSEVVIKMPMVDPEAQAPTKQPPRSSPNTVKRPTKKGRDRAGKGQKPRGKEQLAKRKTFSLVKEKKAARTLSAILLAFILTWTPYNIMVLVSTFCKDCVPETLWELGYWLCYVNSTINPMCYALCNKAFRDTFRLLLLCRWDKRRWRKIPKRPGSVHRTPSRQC
# CHRM5 agonist: agonists of human muscarinic M5 receptor (CHRM5); P08912; CHO-K1 hM5 cells, Fluo-8 calcium fluorescence; 0% DMSO wells, 100% maximal acetylcholine response; activation, % at 3 µM; 0.19% of 360,000 active; AID 624037;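 active = activation above the run's mean over test compounds plus 3 SD, cut at about 23% in these data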;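 also: signal is peak over basal fluorescence ratio across the kinetic read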
# TAAR1 agonist: human TAAR1 agonism; CHO RD-HGA16 TAAR1, Fluo-8 calcium fluorescence; vehicle wells 0%, saturating PEA agonist 100%; Q96RJ0; activation, % at 3 µM; 0.99% of 360,000 active;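 active = activation above the mean activation of all test compounds in the run plus 3 SD, cut at about 38% in these data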
# Target sequence (Q96RJ0 whole entry, looked up): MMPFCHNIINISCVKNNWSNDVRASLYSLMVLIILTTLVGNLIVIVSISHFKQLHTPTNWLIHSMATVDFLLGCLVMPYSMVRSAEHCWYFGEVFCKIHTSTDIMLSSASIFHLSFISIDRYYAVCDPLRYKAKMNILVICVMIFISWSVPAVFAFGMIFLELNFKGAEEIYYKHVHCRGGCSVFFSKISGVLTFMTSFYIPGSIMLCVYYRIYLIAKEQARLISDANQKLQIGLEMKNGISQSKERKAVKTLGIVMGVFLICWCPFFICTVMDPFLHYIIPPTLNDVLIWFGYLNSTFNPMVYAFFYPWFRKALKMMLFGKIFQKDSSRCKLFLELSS
#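 Test system: RD-HGA16 (CHO) cells co-expressing Gα16 and hTAAR1; dosing: one-point dosing at 3 µM (nominal); timing: 17-24 h seeding, 75 min 37 °C dye, 30 min RT; signal: kinetic Fluo-8 calcium fluorescence; read-out basis: % activation relative to PEA EC100 response; controls: DMSO and PEA EC100; replicates: n 1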
# CHRM1 antagonist: blocks human M1 muscarinic receptor | P11229 | CHO-K1 hM1, Fluo-8 calcium fluorescence, ACh EC80 antagonist | inhibition, % at 3 µM | 1.3% of 360,000 active | AID 588852;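 active = percent inhibition above its own plate's cutoff, namely the mean of that plate's compound wells plus 3 SD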;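 also: peak over basal fluorescence ratio during 140 s after agonist addition; 0% = ACh EC80 plus DMSO and 100% = DMSO alone without agonist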
# M5 antag: CHRM5 antagonism in calcium assay; CHO-hM5 cells, Fluo-8 calcium fluorescence, ACh EC80; P08912; inhibition, % at 3 µM; 0.59% of 360,000 active;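 active = inhibition above a per-plate cutoff, the mean of that plate's test compounds plus 3 SD, cut at about 27% in these data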;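 also: 0% = acetylcholine EC80 with DMSO and 100% = DMSO without agonist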
# M4 ag: CHRM4 agonism in calcium assay; 0.14% of 360,000 active; CHO-K1 hM4/Gqi5, Fluo-8 calcium fluorescence; vehicle 0%, full acetylcholine response 100%; activation, % at 3 µM;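 active = activation above the run mean over all test wells plus 3 SD, cut at about 32% in these data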;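 also: peak over basal fluorescence ratio per well then scaled between controls; 0% = DMSO wells and 100% = acetylcholine at EC100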
# M1 PAM: human CHRM1 positive allosteric modulation; AID 588819; CHO-K1 hM1, Fluo-8 calcium fluorescence, ACh EC20; 0% = ACh EC20, 100% = maximal ACh; 0.088% of 360,000 active; P11229; activation, % at 3 µM; in the data active = activation above about 19%, passing the limit was not always enough
# M5 PAM: positive allosteric modulators of human muscarinic M5 receptor; P08912; CHO-K1 hM5, Fluo-8 calcium, ACh EC20 PAM; 0% = ACh EC20, 100% = ACh EC100; activation, % at 3 µM; 0.3% of 360,000 active;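 active = activation above the run cutoff, the mean activation of all test compounds plus 3 SD, cut at about 18% in these data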
#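 Assay system: CHO-K1 hM5 cells. Also added: acetylcholine at EC20 concentration, added after compound. Dosing: 3 µM, single dose. Times: compound preincubation 140 s before EC20 acetylcholine addition. Signal: Fluo-8 calcium fluorescence. Measure: % activation relative to EC20 and EC100 ACh responses. Repeats: singlicate, one well per test compound.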
# M4 antag: blocks acetylcholine activation of human M4 receptor; CHO-hM4 cells, ACh EC80, Fluo-8 calcium fluorescence; inhibition, % at 3 µM; 0.73% of 360,000 active;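 active = inhibition above its plate's cutoff, the mean inhibition of sample wells plus 3 SD, cut at about 27% in these data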;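 also: 0% = acetylcholine EC80 with DMSO and 100% = DMSO without agonist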
# * = called active by the depositor; / = no result given; & = joins results of further samples. Some of the compounds tested. The share of hits here may be higher or lower than overall.
SMILES,M1 ag,CHRM5 agonist,TAAR1 agonist,CHRM1 antagonist,M5 antag,M4 ag,M1 PAM,M5 PAM,M4 antag
Cc1cc(C(=O)COC(=O)c2n[nH]c3ccccc23)c(C)n1CC1CCCO1 (stereo unspecified),4,1,3,-20,2,4,3,-1,-1
Cc1cc(C(=O)C(C)OC(=O)C2=NNC(=O)CC2)c(C)n1-c1ccc(OC(F)F)cc1 (stereo unspecified),-2,2,6,5,6,4,-5,-8,15
CCc1nc2ccc(C(=O)NCCc3c[nH]c4ccccc34)cn2c1N(C)CCCc1ccccc1,-8,-2,0,15,15,2,-18,-11,23
Cc1ccc2c(c1)cc(CN(CCc1ccccc1)C(=O)N1CCOCC1)c1nnnn12,-4,-1,7,-10,2,5,7,-7,3
O=C(CN(C1CCCCC1)S(=O)(=O)c1ccc(F)cc1)NCCCO,1,2,2,-28,-3,1,7,-1,4
COc1ccc(-c2csc(N3CCC(c4ccccc4)C3)n2)cc1 (stereo unspecified),0,-2,30,-16,4,1,13,8,-2
Cc1csc(=Nc2c(C)n(C)n(-c3ccccc3)c2=O)n1Cc1ccccc1,-9&-5,-10&-8,-1&4,4&11,6&-1,1&0,-7&-8,-4&-6,-4&7
N=C1CCCN1CC(=O)c1cccs1,-3,-1,11,3,1,0,8,7,0
CC(C)CN1C(=O)C(=O)N(CC(=O)Nc2cccc(Cl)c2Cl)C1=O,-3,-1,0,-10,8,1,5,6,7
CC(=O)Nc1cccc(NC(=O)c2ccccc2OCc2ccccc2)c1,0,0,7,20,11,15,-11,-7,12
COC(Cc1n[nH]c(=S)n1-c1ccccc1)OC,-4,0,10,0,3,0,3,5,0
Cc1cc(C)c2c(CC(=O)NC(C)C)coc2c1,-5,-4,-1,-1,2,-2,1,6,0

# Arranged by the number under M5 PAM (ascending): some entries from above.
Structure | M5 PAM
CCc1nc2ccc(C(=O)NCCc3c[nH]c4ccccc34)cn2c1N(C)CCCc1ccccc1 | -11
Cc1cc(C(=O)C(C)OC(=O)C2=NNC(=O)CC2)c(C)n1-c1ccc(OC(F)F)cc1 (stereo unspecified) | -8
CC(=O)Nc1cccc(NC(=O)c2ccccc2OCc2ccccc2)c1 | -7
Cc1cc(C(=O)COC(=O)c2n[nH]c3ccccc23)c(C)n1CC1CCCO1 (stereo unspecified) | -1
CC(C)CN1C(=O)C(=O)N(CC(=O)Nc2cccc(Cl)c2Cl)C1=O | 6
COc1ccc(-c2csc(N3CCC(c4ccccc4)C3)n2)cc1 (stereo unspecified) | 8

# (more compounds)
SMILES,M1 ag,CHRM5 agonist,TAAR1 agonist,CHRM1 antagonist,M5 antag,M4 ag,M1 PAM,M5 PAM,M4 antag
CS(=O)(=O)c1ccc(NC(=O)CCN2C(=O)NC3(CCCC3)C2=O)cc1,-1,0,14,-5,4,1,8,3,-2
COCCN(C(=O)CSc1nnc(-c2ccccc2F)n1N)c1c(N)n(Cc2ccccc2)c(=O)[nH]c1=O,3,-3,1,-14,-4,0,21,10,-3
Cc1nc(SCC(=O)N2CCc3ccccc3C2)c2c(C)c(C)sc2n1,-3,0,12,4,-1,7,-1,2,9
COc1cc(C2CC(=O)Oc3c(C(CCN4CCCC(C)C4)c4ccc(N(C)C)cc4)c(OC)cc(OC)c32)cc(OC)c1OC (stereo unspecified),-9,-2,3,8,2,1,-1,-2,-4
CCN(CC(=O)Nc1c(F)cccc1F)C(=O)c1cn2ccccc2n1,-3,1,0,-5,-1,1,6,4,1
CN(Cc1ccc2c(c1)CCCN2C)C(=O)[C@H]1O[C@@H](n2cnc3c(N)ncnc32)[C@H](O)[C@@H]1O,-5,0,1,-31,5,2,6,4,3
CCOC(=O)c1cc(C)sc1NC(=O)CSc1nccn1C,-5,-3,1,-6,11,-1,8,1,9
Cc1cccc(-c2nc(CS(=O)CC(=O)NCCCSC3CCCCC3)c(C)o2)c1 (stereo unspecified),-6,0,10,10,1,1,-4,-7,-4
COc1cc(C(=O)Nc2ccc3nc4n(c(=O)c3c2)CCCCC4)cc(OC)c1OC,-12,-1,0,-15,9,2,-2,-3,1
O=C(Cn1cnc2ccccc2c1=O)c1ccc(OC(F)F)cc1,7,-2,1,-8,-2,3,2,12,-9
O=C(O)c1ccccc1-c1ccccc1C(=O)Nc1ccc2c(c1)[nH]c(=O)c1ccccc12,-3,-4,2,-8,3,0,5,-5,-7
COc1ccc(NC(=O)c2ccc([N+](=O)[O-])o2)cc1,1,3,0,-6,7,0,12,4,-11
CN1c2cccc3cccc(c23)N(C)C1c1cccs1,-4,-13,7,-10,-11,-1,6,-9,-3
CCCc1nnc(NC(=O)CSc2ncn[nH]2)s1,-2,0,3,-12,-2,0,12,2,12
c1ccc(CN(Cc2ccccc2)C(c2ccnc3ccccc23)c2nnnn2-c2ccc3c(c2)OCCO3)cc1 (stereo unspecified),/,2,4,/,-2,2,/,-8,-23
COCCn1c(SCC(=O)N2CCc3ccccc32)nc2c(c1=O)SC(C)C2 (stereo unspecified),-10,-1,-3,-9,-1,3,4,0,-4
NC(=O)NC(=O)C(OC(=O)CCNS(=O)(=O)c1ccccc1)c1ccccc1 (stereo unspecified),-2,-1,2,-8,9,1,-1,-13,-3
N#Cc1c(OCC(=O)c2ccccc2)nc2c(c1-c1ccco1)CCc1ccccc1-2,-6,-4,5,3,8,0,-4,-3,-5
COc1cccc(NC(=O)CN2C(=O)CSc3ccc(S(=O)(=O)N4CCC(C)CC4)cc32)c1,-3,-4,0,-18,-11,4,11,2,-19
CCCN(CCC)CCCNC(=O)CN1C(=O)CSc2ccc(S(=O)(=O)N3CCOCC3)cc21,-15,-3,0,-8,-1,0,7,4,-8
O=C(Nc1cccc(S(=O)(=O)C(F)F)c1)c1ccc(S(=O)(=O)N2CCCCC2)cc1,-7,-1,15,4,7,20,-14,-15,-11
Cc1csc(CNC(=O)CC2C(=O)NCCN2Cc2ccc(F)cc2Cl)n1 (stereo unspecified),-3,-3,4,-5,8,2,9,-6,-12
Brc1c(CSc2nncc3ccccc23)nc2ccccn12,-8,-3,8,1,1,1,0,10,-14
CC(CCc1ccccc1)NC(=O)CN1CCN(c2ccccc2)CC1 (stereo unspecified),0,1,2,-3,0,1,5,15,-6
CC1=C(C(=O)O)N2C(=O)C(NC(=O)c3c(F)cccc3F)C2SC1 (stereo unspecified),-1,1,2,8,5,1,-4,-6,-6
CNc1oc(-c2ccc(OCc3ccccc3)cc2)nc1C#N,-3,-1,1,4,0,3,-1,-2,5
Cn1c2ccc(Cl)cc2c2nc3ccccc3nc21,-3,-1,-2,-7,1,2,5,-5,-14
COc1ccc(CCNC(=O)C(=O)NCC2CCCO2)cc1 (stereo unspecified),-4,0,-1,-5,8,1,3,-1,4
O=C(/C=C/c1ccc(F)cc1)NCCCn1ccnc1,-5,-3,8,-2,-1,1,2,4,-3
COc1ccc(NC(=O)COC(=O)c2cc3c(s2)CCC3)cc1,-5,0,/,8,7,0,-5,-2,7
COc1ccc(Cc2nc3ccc(C(=O)N4CCCC4)cc3o2)cc1,0,-3,8,11,-7,1,-4,15,11
Cn1cccc1Cc1nnc(SCC(=O)Nc2ccc(F)cc2)n1-c1ccc(F)cc1,-1,2,1,-21,-1,0,12,0,-3
CCNC(=S)NCc1ccc2[nH]c(C)cc2c1,-13,-2,1,8,-3,2,-11,0,-17
CC(NC(=O)CNC(=S)N(Cc1ccccc1)Cc1cccnc1)c1ccccc1 (stereo unspecified),-5,2,3,15,-4,5,0,6,-1
Cc1ccc(C(=O)COC(=O)CCCC(=O)NC2CCCCC2)cc1[N+](=O)[O-],-3,0,5,3,3,2,-5,0,-2
CCOC(=O)[C@]12CCCC=C1N(CCC1=CCCCC1)C(=O)[C@H](CC(=O)NCCCN1CCCC1=O)C2,/,1,8,/,-11,2,/,6,-17

# Full records from above. Order of screens: M1 ag, CHRM5 agonist, TAAR1 agonist, CHRM1 antagonist, M5 antag, M4 ag, M1 PAM, M5 PAM, M4 antag
# Cc1nc(SCC(=O)N2CCc3ccccc3C2)c2c(C)c(C)sc2n1 as listed: -3, 0, 12, 4, -1, 7, -1, 2, 9
# CC(=O)Nc1cccc(NC(=O)c2ccccc2OCc2ccccc2)c1 as listed: 0, 0, 7, 20, 11, 15, -11, -7, 12

# Source: PubChem (The Scripps Research Institute Molecular Screening Center)
